# APOBEC3G inh – blocks human APOBEC3G single-stranded DNA deamination. recombinant A3G, ssDNA deamination FAM/TAMRA fluorescence. inhibition, % at 20 µM. 330,000 tested, 0.28% active;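 active = inhibition of at least 40% at 20 µM, with no more than 30% in the related APOBEC3A deaminase screen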;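 note: plate controls were DMSO wells with A3G for no effect and wells lacking A3G enzyme for full effect; some compounds called inactive have numbers as strong as hits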
# MPTP block – permeability transition pore inhibition; isolated mouse mitochondria, Ca2+ swelling absorbance, 30 min; inhibition, % at 10 µM; 360,000 tested, 1.4% active; AID 602449;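 active = inhibition of 50% or more, scaled per plate between neutral and stimulator controls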;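 note: 0% = DMSO wells given calcium and 100% = 1 mM EGTA wells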
# CCR6 antagonist – antagonists of human CCR6 receptor | CHO-K1 CCR6 PathHunter beta-arrestin, luminescence, CCL20-stimulated | inhibition, % at 20 µM | 340,000 tested, 0.49% active | AID 493098;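 active = compounds whose inhibition of the agonist-driven luminescence signal at 20 µM reaches about 50%, limit read from the data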;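 note: cells stimulated with CCL20 at 14 nM final; plate controls were DMSO with CCL20 for no effect and DMSO without agonist for full effect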
# Target sequence (P51684 whole entry, looked up): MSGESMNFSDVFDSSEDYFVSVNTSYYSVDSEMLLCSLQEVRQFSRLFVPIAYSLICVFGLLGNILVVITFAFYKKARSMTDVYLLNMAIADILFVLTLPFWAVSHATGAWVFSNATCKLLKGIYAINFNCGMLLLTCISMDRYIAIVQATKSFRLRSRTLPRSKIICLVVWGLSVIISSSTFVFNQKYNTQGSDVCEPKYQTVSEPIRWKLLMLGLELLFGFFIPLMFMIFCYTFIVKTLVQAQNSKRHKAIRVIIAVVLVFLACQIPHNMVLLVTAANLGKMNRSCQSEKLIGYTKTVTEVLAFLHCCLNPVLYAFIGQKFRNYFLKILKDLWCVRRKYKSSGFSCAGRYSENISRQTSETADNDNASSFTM
# Gli-Sufu block – antagonists of Gli-Sufu signaling. Sufu-KO-LIGHT fibroblasts, Gli luciferase reporter luminescence. inhibition, % at 5 µM. 340,000 tested, 0.74% active. AID 588413;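 active = inhibition above about 55%, limit read from the data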;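 note: 0% = DMSO-treated cells and 100% = wells with medium but no cells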
# CXCR6 inh – inhibitors of human CXCR6 receptor; CHO-K1 PathHunter CXCR6 beta-arrestin, luminescence; inhibition, % at 20 µM; 360,000 tested, 0.36% active; AID 602244; in the data active = inhibition above about 34%, passing the limit was not always enough;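 note: antagonist mode with CXCL16 agonist at 10 nM final; 0% = 10 nM CXCL16 with DMSO and 100% = unstimulated wells without agonist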
# EBI2 antag – blocks human EBI2 receptor beta-arrestin signaling | 360,000 tested, 0.81% active | AID 651636 | inhibition, % at 5 µM | EBI2 beta-arrestin recruitment, luminescence, 7a,25-OHC stimulated; in the data active = inhibition above about 38%;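 note: enzyme fragment complementation signal reports receptor beta-arrestin coupling in cells; 0% = agonist plus DMSO wells and 100% = wells without agonist; some results beyond the cut were filed as inactive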
# NR3A LBD binder – NR3A (human) ligand-binding domain modulation; NR3A LBD differential scanning fluorimetry, Tm shift; 0% = protein alone, 100% = glycine-bound protein; Tm shift relative to glycine control, % at 25 µM; 340,000 tested, 2.5% active;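 active = melting temperature shift of at least 10% of the positive control shift, at one fixed dose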
# A3A deaminase – blocks human APOBEC3A ssDNA deamination; P31941; recombinant A3A, FAM/TAMRA ssDNA deamination fluorescence; inhibition, % at 20 µM; 330,000 tested, 0.41% active; AID 493011;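 active = at least 40% inhibition at 20 µM here, with at most 30% in a related deaminase screen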;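 note: plate controls were A3A with DMSO for no effect and wells lacking A3A enzyme for full effect; some results filed as inactive read as strong as hits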
# Target sequence (P31941 whole entry, looked up): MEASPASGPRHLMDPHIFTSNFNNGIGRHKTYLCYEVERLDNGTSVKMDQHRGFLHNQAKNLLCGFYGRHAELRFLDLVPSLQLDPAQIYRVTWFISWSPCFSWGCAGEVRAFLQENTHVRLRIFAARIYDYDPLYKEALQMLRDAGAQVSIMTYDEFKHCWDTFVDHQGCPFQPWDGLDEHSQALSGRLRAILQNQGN
# Numbers without * were called inactive; . = not tested or not shown.
# Order of values: APOBEC3G inh	MPTP block	CCR6 antagonist	Gli-Sufu block	CXCR6 inh	EBI2 antag	NR3A LBD binder	A3A deaminase
1: O=C(c1cc2ccccc2oc1=O)N(Cc1ccccc1)C1CCS(=O)(=O)C1 (centres undefined)
 : 0	0.4	0	-16	13	-2	-1	4
2: CC1(C)CC(=O)c2c(O)cc(OCC(=O)N3CCN(c4ccc(F)cc4)CC3)cc2O1
 : 1	-0.7	17	.	-7	-4	2	4
3: COCC1CCCCN1C(=O)c1ccc(OC2CCN(CCc3ccccc3)CC2)cc1 (centres undefined)
 : -1	0.3	18	30	-3	10	-1	-3
4: COc1ccccc1NS(=O)(=O)c1cccc(C(=O)NNC(=O)C(C)NC(=O)c2ccco2)c1 (centres undefined)
 : -3	-0.9	-9	1	5	5	0	0
5: CCOC(=O)Cc1c(C)[nH]n(-c2ccccc2)c1=O
 : -3	-0.9	1	-1	-8	8	1	-4
6: COc1ccc(NC2=NCC(=O)N2c2ccccc2F)cc1
 : 0	-1.2	-10	-9	0	9	0	3
7: CC(C)(C)NC(=O)CN(C(=O)c1csnn1)c1ccccc1-c1ccccc1
 : -6	-0.1	14	5	0	-1	-1	-2
8: COc1ccc(CN(C2CCCC2)S(=O)(=O)c2ccc(-n3cnnn3)cc2)cc1
 : -7	-2.8	7	58*	1	16	-1	-2
9: COCCNC(=O)CS(=O)Cc1nc(-c2ccc(Cl)cc2)oc1C (centres undefined)
 : -6	-1.2	-3	45	3	2	-2	-5
10: CCOC(=O)c1cnc2c(cnn2C)c1Oc1ccc(OC)cc1
 : -7	-2.1	13	-1	-4	4	0	-2
11: Clc1ccc(CSc2nncn2-c2ccc3c(c2)OCCO3)cc1
 : -4	2.3	1	7	-2	-1	-2	-2
12: O=C(Nc1cccc(O)c1)c1ccc2c(c1)C(=O)N(Cc1ccco1)C2=O
 : 0	0.5	7	-5	3	34	-11	2
13: COc1ccc(CN2CCS(=O)(=O)CC2)cc1OC
 : -8	-1.9	1	-5	0	0	1	1
14: CC(C(=O)Nc1nccs1)c1ccc([N+](=O)[O-])cc1 (centres undefined)
 : -2	1.7	2	-6	-2	-2	0	-1
15: COC(=O)c1ccccc1NC(=S)N(C)C
 : 1	2.2	15	-7	6	-8	1	4
16: COc1ccc(CCNC(=O)COc2cccc(-n3cnnn3)c2)cc1
 : -6	-1.1	7	-2	-3	3	-2	1
17: CC(=O)c1cccc(NC(=O)CCS(=O)(=O)c2cccc3nonc23)c1
 : -8	0.0	-9	6	-6	-7	2	-1
18: CCOc1ccc(-c2nc(C#N)c(NCC3CCCO3)o2)cc1 (centres undefined)
 : 3	-0.1	11	-13	6	-13	1	5
19: CNCc1cc(Cl)cc(OC)c1OC(C)C
 : .	-1.8	8	27	4	9	0	.
20: Cc1ccc(CC(=O)OCC(=O)c2ccc[nH]2)cc1C
 : -2	-0.1	-3	-4	-4	-13	-2	1
21: C=C1c2cc(C)ccc2NC(=O)N1c1ccccc1
 : -4	0.4	20	2	12	3	-3	-3
22: COc1ccc(-c2noc(C3CCCN(S(=O)(=O)c4ccc(C)c(Cl)c4)C3)n2)cc1OC (centres undefined)
 : -5	0.3	18	26	5	23	2	0
23: Cc1ccc(S(=O)(=O)NCc2ccccc2)cc1C(=O)N1CCCCC1
 : -9	0.8	-15	7	5	0	1	-1
24: CCOC(=O)N1CCN(Cc2ccc3c(c2)OCO3)CC1
 : -7	0.3	7	-3	-2	11	0	-3
25: O=C(Nc1ncc([N+](=O)[O-])s1)c1ccccc1Br
 : -10	11	17	-21	8	-5	-6	-5
26: COCCNC(=O)CN1C(=O)CSc2cc(S(=O)(=O)N3CCCCCC3)ccc21
 : -10	-0.7	5	0	0	-9	1	-5
27: O=C(N/N=C/c1ccc[nH]1)c1cccc([N+](=O)[O-])c1
 : -6	-4.3	-4	7	3	-9	-1	-1
28: CCN(CC)c1ccc(CNCc2cccs2)cc1
 : -7	0.8	1	0	1	-5	-2	-1
29: CCc1nnc(NC(=O)COc2ccc3ccccc3c2)s1
 : -4	0.2	-5	-9	-2	1	-2	1
30: Cc1ccc([N+](=O)[O-])cc1NC(=O)/C=C/C(=O)O
 : -4	0.8	10	-4	7	-3	-1	-4
31: CC(C)(C)c1ccc(C(CC(=O)O)NC(=O)CCCc2ccccc2)cc1 (centres undefined)
 : -3	-1.0	17	-11	7	-6	2	-2
32: O=C(CSc1nc2ccccc2c(=O)[nH]1)Nc1cccc([N+](=O)[O-])c1
 : -5	0.8	10	-20	3	1	-7	0
33: Cc1cccc(-c2nnc(SCC#N)n2-c2ccccc2)c1
 : -3	-0.4	-2	4	1	-4	2	-3

# Already shown: an excerpt of the list.
# Order of values: APOBEC3G inh	MPTP block	CCR6 antagonist	Gli-Sufu block	CXCR6 inh	EBI2 antag	NR3A LBD binder	A3A deaminase
19: CNCc1cc(Cl)cc(OC)c1OC(C)C
 : .	-1.8	8	27	4	9	0	.
20: Cc1ccc(CC(=O)OCC(=O)c2ccc[nH]2)cc1C
 : -2	-0.1	-3	-4	-4	-13	-2	1
21: C=C1c2cc(C)ccc2NC(=O)N1c1ccccc1
 : -4	0.4	20	2	12	3	-3	-3
22: COc1ccc(-c2noc(C3CCCN(S(=O)(=O)c4ccc(C)c(Cl)c4)C3)n2)cc1OC (centres undefined)
 : -5	0.3	18	26	5	23	2	0
23: Cc1ccc(S(=O)(=O)NCc2ccccc2)cc1C(=O)N1CCCCC1
 : -9	0.8	-15	7	5	0	1	-1
24: CCOC(=O)N1CCN(Cc2ccc3c(c2)OCO3)CC1
 : -7	0.3	7	-3	-2	11	0	-3
25: O=C(Nc1ncc([N+](=O)[O-])s1)c1ccccc1Br
 : -10	11	17	-21	8	-5	-6	-5
26: COCCNC(=O)CN1C(=O)CSc2cc(S(=O)(=O)N3CCCCCC3)ccc21
 : -10	-0.7	5	0	0	-9	1	-5
27: O=C(N/N=C/c1ccc[nH]1)c1cccc([N+](=O)[O-])c1
 : -6	-4.3	-4	7	3	-9	-1	-1
28: CCN(CC)c1ccc(CNCc2cccs2)cc1
 : -7	0.8	1	0	1	-5	-2	-1
29: CCc1nnc(NC(=O)COc2ccc3ccccc3c2)s1
 : -4	0.2	-5	-9	-2	1	-2	1
30: Cc1ccc([N+](=O)[O-])cc1NC(=O)/C=C/C(=O)O
 : -4	0.8	10	-4	7	-3	-1	-4

# Whole records, looked up by structure:
# Record of COc1ccc(-c2noc(C3CCCN(S(=O)(=O)c4ccc(C)c(Cl)c4)C3)n2)cc1OC (centres undefined) = APOBEC3G inh = -5; MPTP block = 0.3; CCR6 antagonist = 18; Gli-Sufu block = 26; CXCR6 inh = 5; EBI2 antag = 23; NR3A LBD binder = 2; A3A deaminase = 0
# Record of O=C(CSc1nc2ccccc2c(=O)[nH]1)Nc1cccc([N+](=O)[O-])c1 = APOBEC3G inh = -5; MPTP block = 0.8; CCR6 antagonist = 10; Gli-Sufu block = -20; CXCR6 inh = 3; EBI2 antag = 1; NR3A LBD binder = -7; A3A deaminase = 0

# Bioassay records as filed in PubChem.
